# SRC3 inh – SRC3 coactivator transcriptional activity inhibitors, primary screen, cell-based, luminescence | inhibition, % at 3.6 µM | 0.17% of 360,000 active | Nuclear receptor coactivator 3 (Homo sapiens), Q9Y6Q9 | HEK293 GAL4-SRC3 luciferase reporter;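 active means inhibition above a per-campaign cutoff, the mean of all compounds plus 3 SD, cut at about 60% in these data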;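 further: 0% = DMSO-treated cells and 100% = gossypol-treated cells at 36 µM; higher means less SRC3-driven luciferase light from the GAL4 reporter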
# TROY signal inh – inhibitors of TROY-driven NF-kB signaling, primary screen, Q293 LMP1-TROYcd cells, NF-kB luciferase, uHTS; Q293 LMP1-TROYcd NF-kB luciferase reporter, 4 h; inhibition, % at 10 µM; 0.98% of 360,000 active; AID 1347056, 2019;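 active means compounds whose plate-normalised and pattern-corrected inhibition of the luciferase reporter signal at the single screening dose is 50% or more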
# NCOA2 inhibitor – inhibition of GAL4-SRC2 driven luciferase reporter, primary screen, SRC2 inhibitor project, cell-based, luminescence | HEK293 GAL4-SRC2 luciferase reporter | inhibition, % at 9 µM | 0.17% of 370,000 active | AID 651957, 2012;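 active means inhibition above the mean inhibition of all tested compounds plus 3 SD, set per campaign, cut at about 52% in these data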;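 further: 0% = DMSO treated cells and 100% = cells given Gossypol at 36 µM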
# Target sequence (Q15596 whole entry, looked up, the tested form may be a part): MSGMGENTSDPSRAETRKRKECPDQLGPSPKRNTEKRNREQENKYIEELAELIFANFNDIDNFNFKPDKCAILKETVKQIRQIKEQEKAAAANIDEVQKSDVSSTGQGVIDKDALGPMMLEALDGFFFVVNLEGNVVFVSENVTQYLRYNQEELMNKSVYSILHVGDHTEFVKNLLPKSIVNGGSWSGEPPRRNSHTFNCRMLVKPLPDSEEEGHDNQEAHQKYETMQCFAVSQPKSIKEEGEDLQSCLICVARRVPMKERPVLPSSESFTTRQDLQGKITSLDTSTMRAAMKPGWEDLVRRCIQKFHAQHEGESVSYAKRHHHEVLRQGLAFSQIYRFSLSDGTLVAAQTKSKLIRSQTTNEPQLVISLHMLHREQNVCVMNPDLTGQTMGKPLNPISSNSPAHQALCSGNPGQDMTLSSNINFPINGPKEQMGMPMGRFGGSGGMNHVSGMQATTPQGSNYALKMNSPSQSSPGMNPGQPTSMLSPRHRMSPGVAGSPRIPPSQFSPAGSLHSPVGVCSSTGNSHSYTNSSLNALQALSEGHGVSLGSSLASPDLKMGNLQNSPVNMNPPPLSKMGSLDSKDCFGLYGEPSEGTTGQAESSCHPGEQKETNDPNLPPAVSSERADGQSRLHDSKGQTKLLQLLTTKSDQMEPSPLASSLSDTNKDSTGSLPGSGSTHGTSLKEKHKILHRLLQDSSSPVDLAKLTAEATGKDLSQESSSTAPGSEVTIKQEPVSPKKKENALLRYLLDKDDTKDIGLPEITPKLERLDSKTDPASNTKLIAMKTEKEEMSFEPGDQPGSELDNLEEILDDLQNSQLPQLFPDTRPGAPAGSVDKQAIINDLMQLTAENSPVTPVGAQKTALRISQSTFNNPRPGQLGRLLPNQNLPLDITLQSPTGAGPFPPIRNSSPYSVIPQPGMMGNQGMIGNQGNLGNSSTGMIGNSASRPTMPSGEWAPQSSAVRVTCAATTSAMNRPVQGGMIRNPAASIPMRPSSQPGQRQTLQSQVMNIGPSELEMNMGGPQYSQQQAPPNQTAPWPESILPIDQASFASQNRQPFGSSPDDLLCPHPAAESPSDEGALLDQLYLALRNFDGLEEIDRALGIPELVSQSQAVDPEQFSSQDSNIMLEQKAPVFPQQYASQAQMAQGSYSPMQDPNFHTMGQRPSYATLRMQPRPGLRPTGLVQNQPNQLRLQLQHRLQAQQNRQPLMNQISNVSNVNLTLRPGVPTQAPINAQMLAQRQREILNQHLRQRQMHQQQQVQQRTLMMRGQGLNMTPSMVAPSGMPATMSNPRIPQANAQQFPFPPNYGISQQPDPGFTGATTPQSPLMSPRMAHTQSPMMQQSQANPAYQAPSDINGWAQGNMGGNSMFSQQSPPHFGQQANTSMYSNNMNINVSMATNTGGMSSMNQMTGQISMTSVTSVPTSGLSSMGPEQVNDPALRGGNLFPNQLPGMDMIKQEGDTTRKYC
# NOD2 RIPK2 PPI – NOD2-RIPK2 binding disruptors in cells, primary screen, fluorescence, CHO cells, BLA complementation | CCF4 ratio | inhibition, % at 4.98 µM | 0.38% of 360,000 active | AID 624267, 2012; in the data active means inhibition above about 21%;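 further: 0% = vehicle only and 100% = reference blocker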
# TLR9-MyD88 inh – inhibitors of TLR9-MyD88 association in cells, primary screen, cell-based, CHO, BLA complementation, fluorescence. Toll-like receptor 9 (Homo sapiens) + Myeloid differentiation primary response protein …. inhibition, % at 4.98 µM. CCF4 FRET ratio. 0.21% of 340,000 active;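 active means inhibition above the mean over all tested compounds plus 3 SD, cut at about 21% in these data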;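 further: 0% = DMSO only wells and 100% = clavulanate BLA inhibitor control wells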
# NR2F2 inh – NR2F2 transcriptional activity inhibitors, primary screen, cell-based, luciferase reporter, HEK293T, luminescence. COUP transcription factor 2 (Homo sapiens), P24468. HEK293T NGFI-A luciferase reporter. inhibition, % at 8.6 µM. 0.7% of 370,000 active. AID 686940, 2013;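 active means inhibition above a per-plate cutoff, mean inhibition of test wells between control levels plus 3 SD, cut at about 38% in these data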;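 further: cells cotransfected with COUP-TFII expression vector driving the NGFI-A reporter; 0% = median of COUP-TF2 test wells and 100% = reporter-only cells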
# NCOA1 inh – SRC1 coactivator transcriptional activity inhibitors, primary screen, cell-based, luminescence; Nuclear receptor coactivator 1 (Homo sapiens), Q15788; 0.12% of 360,000 active; inhibition, % at 3.6 µM; HEK293 GAL4-SRC1 luciferase reporter;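 active means inhibition above the campaign mean plus 3 SD, with each screening campaign given its own cutoff, cut at about 60% in these data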;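 further: 0% = DMSO treated cells and 100% = gossypol at 36 µM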
# LMP1 NFkB inh – EBV LMP1-driven NF-kappaB luciferase reporter inhibitors, primary screen, cell-based, luminescence, single point; LMP1-induced NF-kappaB luciferase reporter cells; inhibition, % at 12.5 µM; 0.69% of 350,000 active; AID 504558, 2011; in the data active means inhibition above about 41%;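 further: 0% = neutral control wells and 100% = reference inhibitor control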
# C8 TRAIL sens – viability loss with TRAIL in NB7+C8 cells, primary screen, TRAIL sensitizer project, cell-based, ATPlite luminescence. inhibition (viability loss, TRAIL sensitization), % at 10 µM. AID 624354, 2012. 1% of 360,000 active;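 active means compounds causing at least 50% loss of cell viability in the single-dose screen, relative to plate controls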
# TWEAK-Fn14 inh – inhibitors of TWEAK-Fn14 signaling, primary screen, luciferase reporter cells, uHTS | TWEAK-stimulated Fn14 reporter cells, luciferase luminescence, 8 h | inhibition, % at 10 µM | 2% of 360,000 active | AID 1159606, 2016; in the data active means inhibition above about 50%
# NR5A2 inv ag – LRH-1 (NR5A2) inverse agonists, primary screen, cell-based, luminescence, HEK293T, StAR-luciferase reporter | LRH-1 transfected, 24 h | Nuclear receptor subfamily 5 group A member 2 (Homo sapiens), O00482 | 0.13% of 360,000 active | inhibition, % at 3.6 µM;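 active means inhibition above the mean inhibition of all tested compounds plus 3 SD, cut at about 73% in these data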;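 further: 0% = DMSO wells and 100% = reporter-only cells lacking LRH-1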
# An asterisk follows results filed as active; . = not tested or not shown.
SMILES,SRC3 inh,TROY signal inh,NCOA2 inhibitor,NOD2 RIPK2 PPI,TLR9-MyD88 inh,NR2F2 inh,NCOA1 inh,LMP1 NFkB inh,C8 TRAIL sens,TWEAK-Fn14 inh,NR5A2 inv ag
CCCCN1C(=S)NC[C@@H]1Cc1ccc(O)cc1,-27,-8,20,-1,5,11,1,17,12,-12,1
Cc1cccc(Cn2cnc3c(nnn3Cc3ccc(Cl)cc3)c2=O)c1,27,24,-4,-5,-5,-1,18,4,3,1,20
O=[N+]([O-])c1nccn1CC(O)CO (configuration not stated),.,10,4,-8,.,-22,.,.,3,-12,-10
Cc1nc2ncnn2c(C)c1CCC(=O)Nc1csc(N)n1,13,-2,-6,-17,-6,-4,12,-1,1,1,7
Cn1c(SCC(=O)Nc2ccc(Cl)cc2)nnc1C1CC1,-3,-28,-1,-9,9,0,-16,-5,-4,1,-5
COc1ccc(OCC(=O)N2CCN(C(=O)Cc3ccccc3)CC2)cc1,6,3,-9,-5,3,3,11,-3,11,5,2
CCC(C)c1ccc(NC(=O)NCc2cccnc2)cc1 (configuration not stated),-2,-2,16,0,-6,-21,-10,-13,1,1,-11
O=C(/C=C/c1c(Cl)cccc1Cl)Nc1ccncc1,-64,-44,-41,1,8,-18,-40,-12,8,9,-66
CCOC(=O)C1CCN(C(=O)c2cc3cc(Br)ccc3oc2=O)CC1,10,-31,-1,13,0,7,2,0,-4,-3,11
Cc1ccccc1CSc1ccc(-c2ccc3c(c2)OCO3)nn1,-41,-50,-42,-6,-3,-2,-31,-40,14,4,-31
Cc1ccc(C(=O)COC(=O)c2cccs2)cc1,-114,59*,-63,-3,5,-68,-112,-25,40,43,-133
COC(=O)[C@@H](NC(=O)NCc1ccc(F)cc1)C(C)C,3,7,-2,5,8,-9,-1,5,9,10,4
CC(=O)c1ccc2cc3c(cc2c1)OCO3,-2,-20,-4,3,1,1,-10,2,-8,-25,-14
CN(C)C(=O)NC1C=CS(=O)(=O)C1 (configuration not stated),-12,4,1,-5,-1,4,-2,1,0,-2,25
Cc1ccccc1-c1cc(C(=O)NCc2ccc(OC(F)(F)F)cc2)nn1CC1CC(c2cccc([N+](=O)[O-])c2)=NO1 (configuration not stated),5,11,25,1,-11,0,11,1,2,2,23
O=C(Cn1c(=S)nc2ccccn21)N1CCc2ccccc2C1,-36,-35,-53,-21,0,-20,-55,-2,-4,13,-25
O=C(COC(=O)Cc1c(Cl)cccc1Cl)NCc1ccco1,-17,-12,-12,3,0,-7,-5,-5,-7,17,-7
CCc1ccc(C2CC3C(CN2S(=O)(=O)c2ccc(C)cc2)C(=O)CC(c2ccc(CC)cc2)N3S(=O)(=O)c2ccc(C)cc2)cc1 (configuration not stated),.,.,18,-13,.,1,.,.,4,.,27
Cc1ccc(S(=O)(=O)C2(C(=O)NC3CCCC3)CC2)cc1,9,13,-3,-5,2,8,6,-2,3,-1,8
CC[C@@H](C)[C@@H]1CN([C@@H](CN2CCC[C@H]2CN2C(N)=NC[C@@H]2Cc2ccccc2)C(C)C)C(=N)N1CCCC1CCCC1,-5,-2,.,-11,-1,.,4,-1,-3,-7,11
C[C@]12c3[nH]c4ccc(Cl)cc4c3CCN1C(=O)[C@@H](CC(=O)NCC13CC4CC(CC(C4)C1)C3)C[C@@H]2C(=O)N1CCCCC1,-1,35,0,-2,-10,16,-6,3,20,61*,-8
Cc1cc(C)nc(SCc2cn3c(C)cc(C)nc3n2)n1,19,3,-19,4,-17,8,-12,1,-12,-19,-4
COc1ccc(Br)cc1S(=O)(=O)N1CCN=C1C,-3,-21,-11,5,-8,-12,2,1,-5,-1,16
CC(=O)N1CCCC(C(=O)c2ccc(Oc3ccccc3)cc2)C1 (configuration not stated),-15,-4,-2,1,-12,-3,4,0,-11,-5,-24
CC(=O)c1ccc(N2CCN(C(=O)COc3ccc4c(c3)CCC4)CC2)cc1,14,-7,2,3,-1,5,2,10,4,-11,-9

# No new results follow: an excerpt of the list.
SMILES,SRC3 inh,TROY signal inh,NCOA2 inhibitor,NOD2 RIPK2 PPI,TLR9-MyD88 inh,NR2F2 inh,NCOA1 inh,LMP1 NFkB inh,C8 TRAIL sens,TWEAK-Fn14 inh,NR5A2 inv ag
COc1ccc(OCC(=O)N2CCN(C(=O)Cc3ccccc3)CC2)cc1,6,3,-9,-5,3,3,11,-3,11,5,2
CCC(C)c1ccc(NC(=O)NCc2cccnc2)cc1 (configuration not stated),-2,-2,16,0,-6,-21,-10,-13,1,1,-11
O=C(/C=C/c1c(Cl)cccc1Cl)Nc1ccncc1,-64,-44,-41,1,8,-18,-40,-12,8,9,-66
CCOC(=O)C1CCN(C(=O)c2cc3cc(Br)ccc3oc2=O)CC1,10,-31,-1,13,0,7,2,0,-4,-3,11
Cc1ccccc1CSc1ccc(-c2ccc3c(c2)OCO3)nn1,-41,-50,-42,-6,-3,-2,-31,-40,14,4,-31
Cc1ccc(C(=O)COC(=O)c2cccs2)cc1,-114,59*,-63,-3,5,-68,-112,-25,40,43,-133
COC(=O)[C@@H](NC(=O)NCc1ccc(F)cc1)C(C)C,3,7,-2,5,8,-9,-1,5,9,10,4
CC(=O)c1ccc2cc3c(cc2c1)OCO3,-2,-20,-4,3,1,1,-10,2,-8,-25,-14
CN(C)C(=O)NC1C=CS(=O)(=O)C1 (configuration not stated),-12,4,1,-5,-1,4,-2,1,0,-2,25
Cc1ccccc1-c1cc(C(=O)NCc2ccc(OC(F)(F)F)cc2)nn1CC1CC(c2cccc([N+](=O)[O-])c2)=NO1 (configuration not stated),5,11,25,1,-11,0,11,1,2,2,23
O=C(Cn1c(=S)nc2ccccn21)N1CCc2ccccc2C1,-36,-35,-53,-21,0,-20,-55,-2,-4,13,-25
O=C(COC(=O)Cc1c(Cl)cccc1Cl)NCc1ccco1,-17,-12,-12,3,0,-7,-5,-5,-7,17,-7

# Following part
SMILES,SRC3 inh,TROY signal inh,NCOA2 inhibitor,NOD2 RIPK2 PPI,TLR9-MyD88 inh,NR2F2 inh,NCOA1 inh,LMP1 NFkB inh,C8 TRAIL sens,TWEAK-Fn14 inh,NR5A2 inv ag
O=C1NCCN1CCNc1nc(NCC2CC2)nc2cc(-c3ccccc3)sc12,-6,-46,-16,4,.,9,13,.,1,-10,3
O=C(Nc1ccc(Cl)cc1)Nc1nnc(CSc2ccc(Cl)cc2)s1,2,-1,-25,2,6,-8,-4,11,34,64*,-4
Cc1oc(CC(C)C)c(CN)c1C(=O)O,7,15,16,-7,-2,-14,-4,-15,-4,-4,14
COc1ccc(C)cc1NC(=O)COC(=O)C1CCN(C(=O)c2ccc(Cl)cc2)CC1,0,7,-8,0,8,-4,-12,-3,-2,-6,-4
CCOC(=O)c1c(NC(=O)CSc2nncn2C)sc(C)c1C,0,11,5,4,9,4,-2,7,-4,12,7
CCOC(=O)C(C)c1c(C)[nH]c(=S)[nH]c1=O (configuration not stated),1,3,7,-9,10,-9,0,-4,-3,12,-13
Cc1cc(NCCCOC(C)C)n2c(nc3ccccc32)c1C#N,7,11,-16,0,3,14,3,-9,3,-5,12
COc1ccc(C2C(C#N)=C(N)Oc3cc4c(cc32)OCO4)cc1 (configuration not stated),31,16,8,-10,-4,4,5,17,-2,-9,14
O=C(c1cc2ccccc2oc1=O)N(Cc1ccccc1F)C1CCS(=O)(=O)C1 (configuration not stated),-35,-46,-28,-5,-1,-27,-35,-14,-10,-26,-66
CCn1nnnc1SCC(=O)c1ccc(C)cc1,-29,-76,-33,-6,-5,-17,-59,-17,3,-20,-11
CC1CCCC(NC(=O)COC(=O)CCSc2ccccc2)C1C (configuration not stated),-3,1,9,-11,-9,-8,-9,0,3,-6,-5
Cc1ccc(S(=O)(=O)N2CCN(S(=O)(=O)N3CCOCC3)CC2)cc1C,-11,0,-16,-6,-5,-5,-3,0,-7,13,5
Cc1nc2c(C(=O)N3CCCC3)cnn2c(C)c1Cc1c(F)cccc1Cl,0,1,6,-17,-4,4,-3,-1,5,-8,-17
c1ccc(-n2cc(CN3CCCC(CN4CCCC4)C3)c(-c3ccc4c(c3)OCO4)n2)cc1 (configuration not stated),7,4,19,2,-2,-1,-13,-23,6,-7,-5
Cc1ccc(S(=O)(=O)NCCC(=O)OCC(=O)N(C)c2ccccc2)cc1,3,2,-14,-8,-11,-21,1,-5,-5,-18,25
C=C(C)C(COc1c2occc2cc2ccc(=O)oc12)OC(C)(C)C(O)COc1c2occc2cc2ccc(=O)oc12 (configuration not stated),-10,-1,4,-25,6,10,3,-13,-4,7,2
NC(=S)N=Nc1c(O)[nH]c2ccc(F)cc12,4,0,-3,6,-9,-5,-13,1,-4,7,-31
O=C1CCCN1c1ccc(S(=O)(=O)Oc2cccc(Cl)c2)cc1[N+](=O)[O-],6,-18,-1,7,-5,5,-4,1,2,-26,34
O=C(COc1ccccc1Cl)NNC(=O)c1ccc2c(=O)n3c(nc2c1)CCC3,-39,4,10,3,-9,9,2,-8,-5,24,-5
CC1=C(C(=O)OCC2CCCCC2)C(c2ccc(F)cc2)NC(=O)N1 (configuration not stated),-1,23,13,-1,6,3,11,3,-9,-5,19
CSc1ncccc1C(=O)N1CCCC(Nc2ccc(F)c(F)c2)C1 (configuration not stated),-7,11,9,-3,-8,-8,-4,-3,-9,15,-35
Brc1ccc(-c2noc(CCc3ccccc3)n2)cc1,-32,-42,-37,-11,5,-1,-22,2,4,1,-2
CCc1ccc(/C=C(\Cl)c2nc3cc(Cl)ccc3c(=O)[nH]2)cc1,8,-1,-4,4,-10,0,-21,-10,-13,-47,-16
O=C(O)c1ccc(/C=C/c2nc3sc4c(c3c(=O)[nH]2)CCC4)cc1,4,2,-8,1,4,-11,17,10,5,22,15

# Not all compounds are listed. The share of hits here may be higher or lower than overall.
